From PubChem BioAssay
DDE Tn7 FP inh – inhibitors of Tn7 peptide binding to fibrin DD(E), primary screen, biochemical, fluorescence polarization, human fibrin, Tn7 probe; inhibition, % at 8.3 µM; Fibrinogen beta chain (Homo sapiens), P02675; AID 720508, 2013; FP displacement of FITC-Tn7 peptide from fibrin DD(E); 0% = median of compound wells per plate; 370,000 tested, 0.13% active;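 active = inhibition above the mean of compounds falling within the control limits plus 3 SD of them, cut at about 14% in these data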;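 also: 0% = plate median of compound wells and 100% = 10 µM Aha-Tn7 peptide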
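Test system – human fibrin DD(E) · Times – 10 min preincubation, 3 h with tracer, room temperature · Detection – fluorescence polarization of the labelled Tn7 tracer · Measure – percent inhibition normalized to high-control wells · Benchmarks – high control wells with 10 µM unlabelled Aha-Tn7 peptide (full inhibition) · Repeats – singlicate testing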
sPLA2-III inh – human group III sPLA2 inhibitors, primary screen, biochemical, QFRET, BODIPY PC-A2 liposome substrate. 370,000 tested, 0.56% active. Group 3 secretory phospholipase A2 (Homo sapiens), Q9NZ20. QFRET BODIPY PC-A2 liposome hydrolysis, fluorescence. inhibition, % at 12.2 µM;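 active = inhibition above mean plus 3 SD of compounds lying within the high and low control bounds, cut at about 19% in these data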;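 also: 0% = median of test compound wells and 100% = no enzyme DMSO wells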
DDE Tn6 FP inh – inhibitors of Tn6 peptide binding to fibrin DD(E), primary screen, biochemical, fluorescence polarization, human fibrin, Tn6 probe; Fibrinogen beta chain (Homo sapiens), P02675; Fibrin DD(E) TRITC-Tn6 fluorescence polarization displacement; inhibition, % at 8.3 µM; 370,000 tested, 0.21% active; AID 720509, 2013;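 active = inhibition above a per-campaign cutoff: mean of compounds within control limits plus 3 SD, cut at about 15% in these data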;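 also: 0% = median of all compound wells on the plate and 100% = blocking peptide control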
Rev-erbA mod – modulators of Rev-erb alpha DNA binding, primary screen, biochemical, FITC-DNA, fluorescence polarization, uHTS. Nuclear receptor subfamily 1 group D member 1 (Homo sapiens), P20393. Rev-erbα–FITC-DNA binding, 90 min. 370,000 tested, 0.79% active. AID 1259318, 2017. activity, % at 10 µM;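 active = activity above about 14%, limit read from the data; passing the limit was not always enough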;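 also: 0% = DMSO wells with 35 nM protein and 100% = DMSO wells with 750 nM protein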
ARFGAP1 inh – inhibitors of rat ARFGAP1 GAP activity, primary screen, biochemical, fluorescence polarization, GDP tracer | inhibition, % at 16.5 µM | Arfgap1-stimulated ARF1 GTP hydrolysis, GDP FP detection | 360,000 tested, 0.26% active | ADP-ribosylation factor GTPase-activating protein 1 (Rattus norvegicus), Q62848;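 active = inhibition above a per-plate limit, mean inhibition of low control wells plus 3 SD, cut at about 25% in these data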;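 also: 0% = DMSO wells with enzyme and 100% = wells lacking Arfgap1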
Target sequence (Q62848 1-136 limits assumed): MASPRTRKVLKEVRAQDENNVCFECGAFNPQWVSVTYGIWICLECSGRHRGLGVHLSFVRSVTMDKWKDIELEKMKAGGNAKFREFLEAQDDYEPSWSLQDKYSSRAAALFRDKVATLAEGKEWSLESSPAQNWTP
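Repeats: one replicate per compound; assay system: rat Arfgap1 catalytic domain, aa 1-136; times: enzyme reaction 120 min at 25 °C after 20 min preincubation; detection: FP of antibody-bound GDP Alexa 633 tracer, ex 620/em 688 nm; benchmarks: high control wells lacking Arfgap1, low control full reaction with DMSO; reagent: human ARF1(Δ1-17)-GTP substrate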
UHRF1 binding – UHRF1 methylated DNA binding inhibitors, primary screen, counter-screen for MBD2 inhibitor project, biochemical, TR-FRET, human UHRF1, single concentration; E3 ubiquitin-protein ligase UHRF1 (Homo sapiens), Q96T88; UHRF1 binding to methylated oligo; inhibition, % at 4.4 µM; 370,000 tested, 0.75% active; AID 687016, 2013; in the data active = inhibition above about 21%;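 also: UHRF1 SRA domain binding a hemimethylated CpG hairpin DNA probe; 0% = median of test compound wells and 100% = reference inhibitor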
PLCb3 inh – human PLC-beta3 inhibitors, primary screen, biochemical, fluorescence | inhibition, % at 12.2 µM | 370,000 tested, 0.18% active | Purified PLC-beta3, fluorogenic substrate | AID 720704, 2013 | 1-phosphatidylinositol 4,5-bisphosphate phosphodiesterase beta-3 (Homo sapiens), Q01970; in the data active = inhibition above about 11%;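 also: 0% = median of compound wells on plate and 100% = full blocker control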
KLK7 zymogen act – proKLK7 zymogen activators, primary screen, biochemical, fluorescence intensity; Kallikrein-7 (Homo sapiens), P49862; purified proKLK7, EDANS-DABCYL substrate fluorescence; 100% is mature enzyme control, 0% vehicle; activation, % at 7 µM; 370,000 tested, 0.9% active;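 active = activation above the mean of all tested compounds plus 3 SD, computed per campaign excluding outliers beyond control limits, cut at about 13% in these data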
Target sequence (P49862 whole entry, looked up): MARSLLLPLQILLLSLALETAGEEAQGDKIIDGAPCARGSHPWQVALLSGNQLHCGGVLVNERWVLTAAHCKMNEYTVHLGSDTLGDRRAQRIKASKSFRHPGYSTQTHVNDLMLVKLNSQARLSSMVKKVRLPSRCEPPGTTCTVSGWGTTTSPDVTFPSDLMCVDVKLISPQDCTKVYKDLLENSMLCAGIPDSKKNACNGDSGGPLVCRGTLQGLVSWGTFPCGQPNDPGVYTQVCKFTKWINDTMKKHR
PLC-gamma1 inh – PLC-gamma1 enzyme inhibitors, primary screen, biochemical, fluorescence, purified enzyme; 1-phosphatidylinositol 4,5-bisphosphate phosphodiesterase gamma-1 (Homo sapiens), P19174; fluorogenic substrate; inhibition, % at 12.2 µM; 370,000 tested, 0.84% active; in the data active = inhibition above about 9.5%
ASAP1 inh – inhibitors of human ASAP1 ArfGAP activity, primary screen, biochemical, fluorescence polarization; Arf-GAP with SH3 domain, ANK repeat and PH domain-containing protein 1 (Homo sapiens), …; ASAP1-stimulated ARF1 GTP hydrolysis, GDP FP detection; inhibition, % at 16.5 µM; 360,000 tested, 0.19% active; in the data active = inhibition above about 25%;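 also: 0% = vehicle with enzyme and substrate and 100% = no enzyme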
Target sequence (Q9ULH1 325-724 limits assumed): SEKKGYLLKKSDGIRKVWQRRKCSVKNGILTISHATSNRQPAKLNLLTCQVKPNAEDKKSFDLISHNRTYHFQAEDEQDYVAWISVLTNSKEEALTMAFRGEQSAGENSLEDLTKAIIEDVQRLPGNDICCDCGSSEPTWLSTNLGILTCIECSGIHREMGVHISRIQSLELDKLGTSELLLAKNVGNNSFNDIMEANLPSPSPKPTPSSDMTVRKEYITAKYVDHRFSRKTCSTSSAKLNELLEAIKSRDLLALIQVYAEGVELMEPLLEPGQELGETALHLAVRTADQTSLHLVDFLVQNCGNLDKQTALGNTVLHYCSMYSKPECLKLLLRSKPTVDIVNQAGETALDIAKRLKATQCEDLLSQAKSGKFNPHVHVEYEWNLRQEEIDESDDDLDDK
* = called active by the depositor; i = inactive; / = no result given. Rows were taken by chance. About 4.5% of those tested had a hit in this group.

SMILES | DDE Tn7 FP inh | sPLA2-III inh | DDE Tn6 FP inh | Rev-erbA mod | ARFGAP1 inh | UHRF1 binding | PLCb3 inh | KLK7 zymogen act | PLC-gamma1 inh | ASAP1 inh
Cc1ccc(S(=O)(=O)Nc2ccccc2C=Nc2cccc(C)c2C)cc1 | -4 | 2 | -4 | 3 | -5 | -2 | -60 | -4.6 | -48 | -8
Cc1cccc(NC(=O)CSCC(=O)Nc2cc(Cl)ccc2N2CCN(C)CC2)c1 | 2 | -16 | 10 | -1 | -10 | 0 | -5 | -0.7 | 3 | -8
COc1ccc(-n2c(=O)cc(N3CCN(Cc4ccccc4)CC3)[nH]c2=O)cc1 | -1 | 9 | -2 | 0 | -2 | 0 | -2 | -0.6 | 2 | 4
O=C(NCCCN1CCOCC1)c1ccc2c(=O)n(-c3ccc(F)c(Cl)c3)c(=S)[nH]c2c1 | -4 | 9 | 8 | -4 | 9 | 5 | -5 | -0.4 | -5 | 0
Cc1ccc(C(=O)N2CCN(c3ncnc4c(C)csc34)CC2)cc1 | 1 | 5 | 1 | 9 | 2 | 1 | -5 | -0.3 | -1 | -8
CCn1c(SCc2nc3ccccc3c(=O)[nH]2)nc2ccccc21 | -5 | 2 | -8 | 4 | 3 | 2 | -7 | -0.1 | 1 | 5
N#CCC(=O)Nc1ccc(C(=O)OCC(=O)NNC(=O)c2ccc(Cl)cc2)cc1 | 9 | -36 | 0 | -3 | -4 | -3 | -9 | -0.6 | -4 | -10
CC(=O)Nc1ccc(NC(=O)CCCc2c[nH]c3ccccc23)cc1 | 2 | -23 | -3 | 7 | 12 | 9 | 3 | 0.0 | -1 | -9
CCOc1cc(/C=N/NC(=O)COc2ccccc2C)ccc1OC(=O)c1cccs1 | -2 | -10 | 0 | 5 | 10 | -4 | 4 | 0.2 | 2 | -10
CC1CCc2c(sc(/N=C/c3ccco3)c2C(N)=O)C1 (stereo not drawn) | -4 | 0 | 1 | 5 | -7 | -3 | -31 | 0.2 | -13 | -8
O=C(CCCOc1ccccc1)Nc1cccc([N+](=O)[O-])c1 | 4 | -8 | -6 | 3 | 14 | 0 | 3 | -0.7 | 3 | 3
COc1ccccc1N(CC(=O)N/N=C/c1ccc(SC)cc1)S(C)(=O)=O | -2 | -3 | 10 | -3 | 8 | -1 | 2 | 0.6 | 1 | 1
Cc1ccc(SCCNC(=S)Nc2ccccc2)cc1 | -5 | 5 | 1 | 7 | 0 | 0 | 5 | 0.6 | 4 | -8
CC1CN(C(=O)COc2ccc3c(-c4ccccc4)cc(=O)oc3c2)CC(C)O1 (stereo not drawn) | -2 | -7 | 0 | 5 | 5 | -1 | -85 | 0.2 | -61 | -9
CCOc1ccc(Nc2nc3ccccc3c(=O)s2)cc1 | 4 | 11 | 2 | 19 | 4 | -3 | -8 | -0.3 | 0 | -21
COC(=O)c1cn(C)c2ccc(S(=O)(=O)N3CCOCC3)cc2c1=O | 6 | -1 | 8 | 3 | 3 | 0 | 2 | 0.4 | -2 | -4
O=[N+]([O-])c1ccc(Cl)cc1Sc1ccccn1 | 1 | 8 | -2 | -6 | 1 | 1 | 0 | 0.1 | -1 | 13
CCC(C)(C)c1ccc(Oc2cccc(C(=O)O)c2)cc1 | -3 | -24 | -3 | -1 | 0 | 1 | -12 | -0.4 | -7 | -7
Cc1nn2c(N)c(C#N)cnc2c1-c1ccc(Cl)cc1 | -7 | 6 | 0 | 51* | 1 | -1 | -4 | 0.2 | -8 | 2
COc1cc(/C=C(\C#N)C(=O)Nc2ccc3ccccc3c2)c([N+](=O)[O-])cc1OC | -19 | -36 | 2 | 5 | -4 | -1 | -8 | 0.0 | -9 | 6

An excerpt from above, showing only ASAP1 inh:
SMILES,ASAP1 inh
CC1CN(C(=O)COc2ccc3c(-c4ccccc4)cc(=O)oc3c2)CC(C)O1 (stereo not drawn),-9
CCOc1ccc(Nc2nc3ccccc3c(=O)s2)cc1,-21

The results go on.
SMILES | DDE Tn7 FP inh | sPLA2-III inh | DDE Tn6 FP inh | Rev-erbA mod | ARFGAP1 inh | UHRF1 binding | PLCb3 inh | KLK7 zymogen act | PLC-gamma1 inh | ASAP1 inh
O=[N+]([O-])c1cccc(/C=N/n2cnnc2)c1 | -4 | 16 | 1 | 2 | 6 | -1 | -6 | -0.1 | 1 | -4
Nc1nonc1C(=O)NCCc1ccccc1 | -4 | 8 | -1 | 3 | 8 | 1 | -1 | -0.2 | 3 | 2
COc1ccc(C(=O)Nc2ccccc2C(=O)NC(Cc2ccc(O)cc2)C(=O)NNC(=O)c2ccccc2)cc1 (stereo not drawn) | 2 | -16 | -4 | 3 | -10 | 11 | -14 | 0.1 | 0 | 8
COCCNC(=O)/C(C#N)=C/c1ccc(-c2ccc(OC)cc2[N+](=O)[O-])o1 | 0 | 2 | 2 | 7 | 1 | -2 | -4 | 0.1 | -3 | -14
CCOC(=O)c1sc2ncnc(OC)c2c1C | 0 | -2 | 5 | 1 | -11 | -2 | -3 | -0.1 | -2 | 2
CCOC(=O)C1CCCN(C(=O)c2ccc(C)c([N+](=O)[O-])c2)C1 (stereo not drawn) | -4 | 5 | -3 | 1 | 5 | 2 | 2 | 0.4 | 1 | -5
COc1ccc(NC(=O)NCc2ccccn2)cc1 | -7 | 0 | 9 | -3 | 0 | 0 | 1 | -0.1 | -1 | -9
CCOc1ccccc1C(=O)N(C)CC(=O)Nc1ccc(OC)cc1 | 0 | 1 | -3 | 0 | 9 | -2 | -5 | 0.3 | -1 | -13
CN1C(=O)CSC1=NC12CC3CC(CC(C3)C1)C2 | -6 | 1 | 2 | 11 | -3 | 4 | 4 | -0.1 | 11* | 10
CCCN(CC1CC1)C(=O)c1oc(=O)c2ccccc2c1-c1ccc(C)cc1 | 5 | 6 | -4 | 4 | / | 0 | 3 | -0.4 | 3 | /
COc1ccc(Cl)cc1NC(=O)c1cc(-c2cc(C)ccc2O)n[nH]1 | -7 | 1 | 0 | 4 | -1 | 0 | -7 | -0.3 | -1 | -5
O=C(/C=C/c1ccccc1)NC(=S)Nc1ncccn1 | 2 | -6 | 6 | -1 | -6 | 1 | -3 | -0.1 | 0 | 0
O=C1c2ccccc2C(Nc2ccc(F)c(Cl)c2)N1Cc1ccco1 (stereo not drawn) | 8 | 3 | -6 | -2 | -3 | 0 | -5 | 0.5 | -2 | 18
Cc1[nH]c2ccccc2c1C(=O)CN1CCC2(CC1)OCCO2 | 5 | -9 | 1 | -4 | 1 | 6 | -10 | 0.5 | -2 | -3
O=C(COc1ccccc1[N+](=O)[O-])N1CCN(S(=O)(=O)c2ccccc2)CC1 | -2 | -2 | -4 | -4 | 2 | -3 | -5 | 0.3 | -1 | 11
CCOc1ccccc1N1CCN(C(=O)c2c(CC)noc2C)CC1 | 3 | 0 | 7 | 0 | -4 | -1 | 0 | -0.4 | 2 | 3
COCCn1nnnc1C(c1ccccc1)N1CCN(c2ccccc2)CC1 (stereo not drawn) | -3 | -1 | -12 | -1 | -1 | 1 | 1 | -0.2 | 2 | -5
O=C(NCc1ccc(OC(F)(F)F)cc1)C1CC(c2ccccc2[N+](=O)[O-])=NO1 (stereo not drawn) | 6 | -6 | -5 | -1 | 2 | 3 | 3 | 0.0 | 6 | 13
O=C(c1ccccc1)N1CCN(C(=S)NCc2ccco2)CC1 | -4 | 8 | 1 | -1 | 8 | -3 | -5 | -0.3 | 2 | -13
O=C1CC(=O)Nc2cc(S(=O)(=O)N3CCN(c4cccc(C(F)(F)F)c4)CC3)ccc2N1 | 2 | -10 | -13 | -4 | 6 | 3 | 0 | 0.3 | 2 | 7
CCOc1ccc(/C=C/c2nc(C#N)c(NCCCN(C)C)o2)cc1 | 4 | -4 | -1 | 0 | -4 | -8 | i | 3.2 | i | 12
Fc1cccc(Cl)c1CSc1nnnn1-c1ccc2c(c1)OCO2 | -7 | -52 | -3 | -1 | -1 | 0 | -3 | -0.1 | 0 | 4
CCOc1ccc(N(CC(=O)OC)S(=O)(=O)c2ccc3c(c2)n(C)c(=O)c(=O)n3C)cc1 | -5 | -1 | -1 | -5 | -9 | -2 | 1 | -0.1 | 2 | -10
Cc1ccc(-n2c(SCC(=O)c3ccc(Br)cc3)nnc2-c2ccncc2)cc1 | -3 | -47 | 8 | -5 | / | 0 | 2 | 0.8 | 2 | /
Cc1ccc2cc(C(c3nnnn3C3CCCC3)N3CCN(c4ccc(F)cc4)CC3)c(=O)[nH]c2c1 (stereo not drawn) | -2 | -1 | -5 | 3 | 12 | 2 | -31 | -1.2 | -27 | -4
O=C(c1ccco1)N1CCN(Cc2cc(=O)c(OCc3cccc(Cl)c3)co2)CC1 | -7 | 7 | -3 | -4 | 5 | 1 | -16 | -0.6 | 7 | 1
O=C(COC(=O)/C=C/c1cc(Br)ccc1F)NC1CC1 | -3 | -1 | -1 | 8 | -8 | -3 | 4 | 0.0 | -2 | 11
Nc1nc(NCCO)nc(NCC2CCCO2)c1[N+](=O)[O-] (stereo not drawn) | 6 | 1 | -4 | 3 | 0 | 1 | 8 | -0.4 | 5 | 3
Cn1nnnc1SCC(=O)NC(=O)Cc1ccccc1 | -2 | 3 | -9 | -4 | 10 | 1 | 0 | -0.4 | -1 | 1
CC1CCN(C(=O)CSc2nc3c(cnn3-c3ccccc3)c(=O)[nH]2)CC1 | 0 | 10 | 3 | -4 | 10 | 2 | 0 | -0.5 | 0 | 4
Cc1ccc(C(=O)C(C)OC(=O)C2CC(=O)N(C3CCCCC3)C2)cc1 (stereo not drawn) | -1 | 0 | 3 | -1 | 3 | -3 | 0 | -0.4 | -2 | -17
Cc1nn(C(C)C(=O)NCCCN(Cc2ccccc2)C(C)C)c(=O)c2c1sc1ccccc12 (stereo not drawn) | 7 | 4 | -9 | 0 | -3 | -3 | -2 | 0.0 | -1 | -17
Cc1c(/C=N/n2cnnc2)c2ccccc2n1C | 0 | 6 | -2 | -3 | -9 | 1 | 2 | -0.2 | 1 | -1
